AID772 = HT29 colon tumor cell growth inhibition, primary screen, imaging, high content imaging, 72 h, CellTiter-Glo (AID 772); HT29 cell growth, HCS imaging cell count, 72 h; active compounds read high; growth inhibition, % at 10 µM; actives 0.6% (n = 3,300);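 active = growth inhibition above 90%, meaning viable cell count cut by more than 90% versus vehicle controls; inactive = growth inhibition below 90%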
AID364 = cytotoxicity toward Jurkat T cells, primary screen, cell-based, Jurkat E6.1, NIH starter set (AID 364); Jurkat E6.1 viability, ATP luminescence, 48 h; higher % means a stronger effect; inhibition, % at 4 µM; hits with a dose series show CC50 in µM; actives 2% (n = 3,300);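 active = concentration giving half-maximal inhibition at or below 20 micromolar; inactive = half-maximal concentration above 20 micromolar, or not dose tested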;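 also: 100% = cells treated with 4 µM doxorubicin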
HT29 cell growth-1 = HT29 colon tumor cell growth inhibition, primary screen, imaging, high content imaging, 24 h, CellTiter-Glo (AID 770). HT29 cell number by imaging, 24 h; active compounds read high. growth inhibition, % at 10 µM. 3,300 tested, under 10 active;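 active = growth inhibition above 90% in viable cell count at a single dose; inactive = growth inhibition below 90%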
A549 proliferation = A549 NSCLC cell proliferation inhibitors – ATP luminescence, human non-small cell lung line, primary screen (AID 371); growth inhibition, % at 10 µM; A549 growth inhibition, ATP luminescence; active compounds read high; actives 8.4% (n = 3,300);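 active = mean growth inhibition over the two runs of 50% or more; inactive = mean growth inhibition under 50%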;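 also: compound exposure lasted 72 h before the ATP read; 0% = untreated cell signal and 100% = no luminescence left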
HT29 cell growth-2 = HT29 colon tumor cell growth inhibition, primary screen, imaging, high content imaging, 48 h, CellTiter-Glo (AID 771); HT29 cell growth, HCS imaging cell count, 48 h; active compounds read high; growth inhibition, % at 10 µM; actives 2% (n = 3,300);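 active = growth inhibition above 90%, meaning viable cell count by imaging cut by more than 90% versus vehicle controls; inactive = growth inhibition below 90%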;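 also: percent fewer viable cells counted by imaging than vehicle controls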
HT29 cell growth-1 condensed nuclei = recorded beside HT29 cell growth-1, whose call it bears; condensed nuclei, %; measured here: percent cells with condensed nuclei;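 share of cells whose nuclear area falls below control median minus 1.5 SD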
HT29 cell growth-1 ATP viability = further read-out of HT29 cell growth-1, marked with its call; growth inhibition, %; measured here: ATP CellTiter-Glo viability
HT29 cell growth-2 condensed nuclei = recorded beside HT29 cell growth-2, whose call it bears; condensed nuclei, %; measured here: percent cells with condensed nuclei;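 condensed means Hoechst nuclear area under control median minus 1.5 SD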
HT29 cell growth-2 ATP viability = further read-out of HT29 cell growth-2, marked with its call; growth inhibition, %; measured here: ATP CellTiter-Glo viability inhibition
AID772 condensed nuclei = further read-out of AID772, marked with its call; condensed nuclei, %; measured here: percent cells with condensed nuclei;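 condensed means nuclear area below control median minus 1.5 SD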
AID772 second = second read-out of AID772, no call of its own (marks repeat the call); growth inhibition, %; measured here: ATP CellTiter-Glo viability
The depositor's hits bear a star; i = inactive; x = not tested or not shown. Not all compounds are listed; count on the stated rates, not on these rows.

SMILES	AID772	AID772 condensed nuclei	AID772 second	AID364	HT29 cell growth-1	HT29 cell growth-1 condensed nuclei	HT29 cell growth-1 ATP viability	A549 proliferation	HT29 cell growth-2	HT29 cell growth-2 condensed nuclei	HT29 cell growth-2 ATP viability
CN1CCN(CCCN2c3ccccc3Sc3ccc(C(F)(F)F)cc32)CC1	10	29	98	0%	96*	16*	88*	93*	100*	45*	x
CCN(CC)c1nc(N2CCOCC2)c(C#N)c2c1CN(C)CC2	-61	7	-12	12%	-35	2.5	-3	11	31	1.2	-1
COc1cccc(-c2nnc3sc(-c4ccccc4)nn23)c1	-80	8	-47	-6%	4	4.8	-11	8	16	12	-13
Cc1ccc(C(=O)NCCCNCCCNC(=O)c2ccc(C)nc2)cn1	-18	5	-33	5%	-2	4.0	-7	8	16	3.5	-32
CC1(C)CC(=O)C2=C(C1)N(CC1CCCO1)C(=O)C2(O)C(F)(F)F (stereo unspecified)	19	12	-25	8%	5	5.4	-8	3	27	3.4	-10
CC(C)CC(C(=O)O)C(C)CC(=O)Nc1ccn(-c2ccccc2)n1 (stereo unspecified)	64	4	49	7%	24	6.1	-1	-6	-22	3.8	-20
COc1ccccc1C1C(C#N)=C(N)Oc2cc(C)n(Cc3ccccn3)c(=O)c21 (stereo unspecified)	-9	3	-13	4%	13	3.1	-10	-10	34	1.3	-3
CC(=O)N1CCC2(CC1)C(C#N)=C(N)Oc1n[nH]c(C(F)(F)F)c12	-12	3	-9	6%	-32	6.2	6	0	-19	3.9	-6
CCN(CC)CCN1C(=O)C(=O)/C(=C(/O)c2c(C)[nH]c(C(=O)OC)c2C)C1c1ccccc1 (stereo unspecified)	21	3	-32	0%	-5	19	-11	2	29	11	26
Cc1cc(C)c2c(N)c(C(=O)c3ccccc3)oc2n1	11	5	-9	-4%	7	1.9	-19	20	7	3.0	-4

3 entries from above, arranged by SMILES length, ascending.
SMILES	AID772	AID772 condensed nuclei	AID772 second	AID364	HT29 cell growth-1	HT29 cell growth-1 condensed nuclei	HT29 cell growth-1 ATP viability	A549 proliferation	HT29 cell growth-2	HT29 cell growth-2 condensed nuclei	HT29 cell growth-2 ATP viability
COc1cccc(-c2nnc3sc(-c4ccccc4)nn23)c1	-80	8	-47	-6%	4	4.8	-11	8	16	12	-13
CC1(C)CC(=O)C2=C(C1)N(CC1CCCO1)C(=O)C2(O)C(F)(F)F (stereo unspecified)	19	12	-25	8%	5	5.4	-8	3	27	3.4	-10
CCN(CC)CCN1C(=O)C(=O)/C(=C(/O)c2c(C)[nH]c(C(=O)OC)c2C)C1c1ccccc1 (stereo unspecified)	21	3	-32	0%	-5	19	-11	2	29	11	26

Other results:
SMILES	AID772	AID772 condensed nuclei	AID772 second	AID364	HT29 cell growth-1	HT29 cell growth-1 condensed nuclei	HT29 cell growth-1 ATP viability	A549 proliferation	HT29 cell growth-2	HT29 cell growth-2 condensed nuclei	HT29 cell growth-2 ATP viability
O=C1OC(Nc2ccc(Br)cn2)c2ccccc21 (stereo unspecified)	23	3	-13	-3%	-21	3.4	3	-6	7	0.0	0
O=C(c1ccccc1F)N1CCC(N2CCCCCC2)CC1	10	1	-15	9%	-25	0.8	-14	3	-2	2.3	-31
CC(NC(=O)OCc1ccccc1)C(=O)OCN1C(=O)c2ccccc2C1=O (stereo unspecified)	-8	2	10	18%	0	2.9	5	2	-42	3.1	-16
OCCNC1=NCCN1	23	1	-2	-4%	-6	3.5	-20	-1	-31	3.6	-38
Clc1ccc(-n2ncc3c(NCc4ccco4)ncnc32)cc1	91*	40*	94*	3.9µM*	65	7.3	31	52*	92*	20*	77*
C=C(C)CSc1nc(N)c2c3c(sc2n1)CCC3	-49	3	-24	-3%	14	1.4	4	14	22	2.7	21
CC1(C)Cc2c(c(N3CCOCC3)nc3sc(C#N)c(N)c23)CS1	-48	4	-32	-2%	16	14	13	-1	32	14	23
CCCCCc1ccc(-c2ccc(=O)[nH]n2)cc1	4	10	-4	-3%	18	2.2	2	33	33	0.7	6
COc1ccccc1Cn1c2nc3ccccc3nc2c2c(=O)n(CC(C)C)cnc21	15	8	14	-2%	27	3.2	-4	5	12	3.9	9
COC(=O)c1ccccc1NC(=O)CSc1nnc(-c2ccncc2)o1	12	5	-27	5%	-22	5.8	-19	6	10	1.3	-2
CC(=O)OC[C@H]1O[C@@H](n2ncc(=O)[nH]c2=O)[C@H](OC(C)=O)[C@@H]1OC(C)=O	42	28	59	i	47	3.3	-10	36	79	7.9	x
Cc1cc2c(c(=O)o1)C(Cc1ccccc1)C(C#N)=C(N)O2 (stereo unspecified)	1	10	-10	-11%	8	3.3	0	-1	42	2.9	-9
Cc1nnc(SCC(=O)N2CCC(C(N)=O)CC2)s1	-60	3	-43	-4%	-4	1.6	-7	-22	-3	1.8	-10
CCCCc1ccc(NC(=O)CSC2=C(C#N)C(c3ccco3)C3=C(CCCC3=O)N2)cc1 (stereo unspecified)	62	19	41	-2%	37	6.5	36	58*	67	11	45
CC(=O)Nc1n[nH]c(S(=O)(=O)Cc2ccc(Cl)cc2Cl)n1	-40	2	-52	-8%	-9	1.8	-6	-14	7	1.8	-6
CCOc1ccccc1N1CCN(c2nc3ccccc3nc2C(C#N)C(=O)OC(C)C)CC1 (stereo unspecified)	21	2	-4	-4%	0	3.0	14	22	36	3.5	10
CCN1CCN(c2cc3c(cc2F)c(=O)c(C(=O)O)cn3C2CC2)CC1	-5	2	-26	-15%	-10	2.0	-30	12	1	1.6	x
CN(C)CCC(c1ccc(Br)cc1)c1ccccn1 (stereo unspecified)	-17	4	-18	6%	3	2.6	-18	14	-25	3.3	x
CCCC1Cc2c(sc3nc(SC)nc(N)c23)CO1 (stereo unspecified)	-31	3	-38	3%	12	2.6	-1	13	47	2.0	-7
CCc1cccc(C)c1N(C(=O)Cn1c(=O)[nH]c2ccccc21)C(C)COC (stereo unspecified)	-86	1	-82	6%	-26	2.3	-11	18	11	5.4	-4
CCN(CC)C(=O)CSC1=C(C#N)C(c2ccco2)C(C(=O)OCCOC)=C(C)N1 (stereo unspecified)	-3	25	39	-2%	33	2.9	12	2	25	3.6	21
O=C1CC(N(O)C2CC(=O)N(Cc3ccccc3)C2=O)C(=O)N1Cc1ccccc1 (stereo unspecified)	-55	3	-59	4%	27	3.1	7	9	24	2.2	-3
O=C(Nc1ncn[nH]1)c1c(Cl)ccc(Cl)c1Cl	6	9	12	4%	37	5.9	0	2	-22	7.3	-29
O=C1c2ccccc2-c2onc3ccc(NCc4ccco4)c1c23	62	24	56	8%	-11	2.0	17	50*	29	2.0	41
O=c1[nH]c(CN2CCCCC2)nc2c1C1(CCCCC1)Cc1ccccc1-2	23	2	-9	10%	-4	2.5	-7	-4	20	2.6	-3
CCN1CCc2c(C#N)c(N3CCCCC3)nc(N3CCOCC3)c2C1	16	7	-34	2%	-35	3.9	-9	4	-4	1.8	-5
COn1c(=S)[nH]c2ccccc2c1=O	-6	3	-6	-4%	-7	3.4	1	3	1	2.1	-9
Clc1ccc(-n2ncc3c(NCc4ccccn4)ncnc32)cc1	18	6	-12	6%	29	2.2	-3	13	38	3.3	0
CCCC(=O)Nc1ncnc2c1ncn2[C@@H]1O[C@@H]2COP(=O)(O)O[C@H]2[C@H]1OC(=O)CCC	-69	4	-11	-3%	-8	3.7	-16	3	29	1.2	x
O=c1c(-c2ccc(Cl)cc2)[n+]([O-])c2ccccc2n1O	-41	2	-13	-10%	10	5.0	1	-4	79	2.5	11
COc1cccc(C2C(C#N)=C(N)Oc3cc(C)[nH]c(=O)c32)c1OC (stereo unspecified)	-41	1	-19	7%	-1	3.6	2	2	-21	0.7	-3
CCC(NC(=O)Nc1nccs1)(C(F)(F)F)C(F)(F)F	0	2	-6	-5%	37	4.5	9	2	12	2.6	5
CCc1nc2c(sc3nc(N4CCOCC4)c4c(c32)CC(C)(C)OC4)c(=O)o1	-32	2	-28	-2%	-22	4.4	-8	0	33	2.3	-12
Cn1c(=O)c2c(nc(Oc3ccc4c(c3)OCO4)n2Cc2ccc(F)cc2)n(C)c1=O	-12	3	-26	4%	-10	1.4	-4	18	8	1.2	-18
Cc1c(C(Nc2ccccn2)c2ccccc2)c(=O)n(-c2ccccc2)n1C (stereo unspecified)	-31	3	-42	-12%	-42	3.9	-6	2	22	0.9	-4
Oc1c(C=Nc2cccnc2)sc2ccccc12	35	16	6	-1%	13	1.5	-10	10	33	0.5	-23
CC(=O)c1cc(C#N)c(SCC(=O)C(C)(C)C)nc1C	69	15	53	-2%	28	2.2	4	21	40	0.9	25
Cc1nn(-c2ccccc2)c2c1C(=O)NC(=O)C(C)(C)C2	-8	1	-23	-5%	24	3.3	14	2	23	3.1	29
COc1ccc(CC(=O)Nc2cccc(-c3nnc(-c4ccco4)o3)c2)cc1	57	16	73	-2%	17	4.4	11	64*	66	7.8	35
COc1ccc(/C=C(/C#N)c2cccnc2)cc1OC	-26	2	-4	6%	-21	2.0	-23	-10	-18	0.7	x

Molecules listed so far with a Cl atom (five):
SMILES	AID772	AID772 condensed nuclei	AID772 second	AID364	HT29 cell growth-1	HT29 cell growth-1 condensed nuclei	HT29 cell growth-1 ATP viability	A549 proliferation	HT29 cell growth-2	HT29 cell growth-2 condensed nuclei	HT29 cell growth-2 ATP viability
Clc1ccc(-n2ncc3c(NCc4ccco4)ncnc32)cc1	91*	40*	94*	3.9µM*	65	7.3	31	52*	92*	20*	77*
CC(=O)Nc1n[nH]c(S(=O)(=O)Cc2ccc(Cl)cc2Cl)n1	-40	2	-52	-8%	-9	1.8	-6	-14	7	1.8	-6
O=C(Nc1ncn[nH]1)c1c(Cl)ccc(Cl)c1Cl	6	9	12	4%	37	5.9	0	2	-22	7.3	-29
Clc1ccc(-n2ncc3c(NCc4ccccn4)ncnc32)cc1	18	6	-12	6%	29	2.2	-3	13	38	3.3	0
O=c1c(-c2ccc(Cl)cc2)[n+]([O-])c2ccccc2n1O	-41	2	-13	-10%	10	5.0	1	-4	79	2.5	11

Following part.
SMILES	AID772	AID772 condensed nuclei	AID772 second	AID364	HT29 cell growth-1	HT29 cell growth-1 condensed nuclei	HT29 cell growth-1 ATP viability	A549 proliferation	HT29 cell growth-2	HT29 cell growth-2 condensed nuclei	HT29 cell growth-2 ATP viability
CCC(CC)C1C(C#N)=C(N)Oc2n[nH]c(C)c21 (stereo unspecified)	67	17	57	5%	62	10	32	25	66	8.1	35
COc1ccc(OCC(=O)OCCN(C)C)cc1	-11	4	5	-17%	-32	2.5	-15	-1	3	2.1	-8
CC(C)OC(=O)c1c2nc3ccccc3nc2n2c1[nH]c(=O)c1ccccc12	-14	3	-30	2%	-2	3.2	-13	60*	3	2.4	-35
Cc1cc(C)nc(NC2=NCC(=O)N2c2cccc(Cl)c2)n1	-18	3	-20	-5%	-22	2.0	-17	1	27	3.3	-10
COc1cc(C2C(C#N)=C(N)Oc3cc(N)ccc32)cc(OC)c1OC (stereo unspecified)	42	15	84	0.33µM*	65	33	11	52*	89	20	59
N#CC1(c2ccccc2)CCC(=NO)CC1 (stereo unspecified)	-21	1	-7	6%	-26	1.9	-6	0	-55	1.8	-8
C[C@H](CCC(=O)O)[C@H]1CC[C@H]2[C@@H]3C(=O)C[C@@H]4CC(=O)CC[C@]4(C)[C@H]3CC(=O)[C@]12C	14	4	-2	-2%	-2	1.8	-8	7	-49	2.1	x
COc1ccc(C2=CC(c3cccc(OC)c3)n3nnnc3N2)cc1 (stereo unspecified)	37	1	25	-9%	-23	2.2	-3	27	14	1.9	10
COc1ccc(C2C(C#N)=C(C)NC3=C2C(=O)c2ccccc23)cc1 (stereo unspecified)	-39	9	-22	4%	-17	2.5	-4	20	-21	1.1	3
COc1cccc(-c2nc(NCc3ccco3)c3ccccc3n2)c1O	11	5	-6	-1%	-28	1.7	-1	9	-31	3.5	-14
CN(C)C(=O)Oc1ccc[n+](C)c1	-6	2	-9	-3%	-20	2.4	-21	0	26	2.6	x
Cc1cc(O)ccc1-c1cnc2ccccc2n1	6	2	-10	-4%	-13	3.0	-1	13	21	3.8	2

Compound activity deposited in PubChem BioAssay by several laboratories.
